CYP2C9 inh = blockers of cytochrome P450 2C9 activity – biochemical, luminescence, ADME assay, primary screen; CYP2C9 Supersomes, luciferin-H conversion; 96,000 tested, 20% active; inhibition, % at 5 µM;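 active = blocking of liver enzyme CYP2C9 beyond about 50% at 5 µM, limit read from the data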; also: values of inactives mirror those of a sister screen read the other way
CYP2C19 act = human CYP2C19 activators, primary screen, biochemical, luminescence; recombinant CYP2C19, luciferin-H EGE luminescence; hits give high values; 0 = fully inhibited enzyme, 1 = untreated enzyme; activation factor at 5 µM; 96,000 tested, under 10 active; AID 1025, 2008;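 active = activation factor of at least 2 at 5 µM in the primary screen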;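 also: 0 = wells with 2.5 mM tranylcypromine and 1 = vehicle-only wells; values of inactives mirror those of a sister screen read the other way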
Ecoli WT expand = growth inhibitors of wild-type E. coli, primary screen, strain BW25113, expanded library, OD600; OD600 absorbance; growth inhibition, % at 100 µM; 98,000 tested, 0.15% active;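 active = growth inhibition above about 50% at one test dose, limit read from the data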;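 also: growth measured after 20 h incubation at 37 °C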
CYP2C19 inh = blockers of cytochrome P450 2C19 activity – biochemical, luminescence, ADME assay, primary screen; 96,000 tested, 21% active; inhibition, % at 5 µM; AID 778, 2007; CYP2C19 Supersomes, luciferin-H EGE luminescence, 30 min;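 active = CYP2C19 inhibition above a set limit at 5 µM in the primary screen, cut at about 50% in these data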;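 also: plate controls were negative control wells for no effect and 2.5 mM tranylcypromine positive control for full effect; values of inactives mirror those of a sister screen read the other way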
PostGolgi yeast = phenotypic screen on post-Golgi transport, primary screen. post-Golgi transport phenotypic cell assay. inhibition, % at 10 µM. 98,000 tested, 0.9% active. AID 739, 2007; in the data active = inhibition above about 30%;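 also: yeast cells grown in 1536-well plates; yeast grown about 18 h at 30C before absorbance read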
PLAP act = PLAP enzyme activators, biochemical, luminescence, HTS | Alkaline phosphatase, placental type (Homo sapiens), P05187 | purified PLAP enzyme, luminescent substrate read-out; hits give high values | activation fold at 20 µM | 96,000 tested, 1.2% active | AID 696, 2007; in the data active = activation fold above about 2
EphB4 antag = EphB4-ephrin-B2 interaction antagonists, primary screen, biochemical, TNYL-RAW peptide probe, fluorescence polarization | Ephrin type-B receptor 4 (Homo sapiens), P54760 | EphB4 LBD / TNYL-RAW-Alexa532 peptide | inhibition, % at 7 µM | 97,000 tested, 0.15% active | AID 720, 2007;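 active = inhibition above the screen-wide mean inhibition plus 3 SD, cut at about 15% in these data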;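 also: 0% = DMSO wells and 100% = excess unlabeled TNYL-RAW peptide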
Target sequence (P54760 whole entry, looked up, the tested form may be a part): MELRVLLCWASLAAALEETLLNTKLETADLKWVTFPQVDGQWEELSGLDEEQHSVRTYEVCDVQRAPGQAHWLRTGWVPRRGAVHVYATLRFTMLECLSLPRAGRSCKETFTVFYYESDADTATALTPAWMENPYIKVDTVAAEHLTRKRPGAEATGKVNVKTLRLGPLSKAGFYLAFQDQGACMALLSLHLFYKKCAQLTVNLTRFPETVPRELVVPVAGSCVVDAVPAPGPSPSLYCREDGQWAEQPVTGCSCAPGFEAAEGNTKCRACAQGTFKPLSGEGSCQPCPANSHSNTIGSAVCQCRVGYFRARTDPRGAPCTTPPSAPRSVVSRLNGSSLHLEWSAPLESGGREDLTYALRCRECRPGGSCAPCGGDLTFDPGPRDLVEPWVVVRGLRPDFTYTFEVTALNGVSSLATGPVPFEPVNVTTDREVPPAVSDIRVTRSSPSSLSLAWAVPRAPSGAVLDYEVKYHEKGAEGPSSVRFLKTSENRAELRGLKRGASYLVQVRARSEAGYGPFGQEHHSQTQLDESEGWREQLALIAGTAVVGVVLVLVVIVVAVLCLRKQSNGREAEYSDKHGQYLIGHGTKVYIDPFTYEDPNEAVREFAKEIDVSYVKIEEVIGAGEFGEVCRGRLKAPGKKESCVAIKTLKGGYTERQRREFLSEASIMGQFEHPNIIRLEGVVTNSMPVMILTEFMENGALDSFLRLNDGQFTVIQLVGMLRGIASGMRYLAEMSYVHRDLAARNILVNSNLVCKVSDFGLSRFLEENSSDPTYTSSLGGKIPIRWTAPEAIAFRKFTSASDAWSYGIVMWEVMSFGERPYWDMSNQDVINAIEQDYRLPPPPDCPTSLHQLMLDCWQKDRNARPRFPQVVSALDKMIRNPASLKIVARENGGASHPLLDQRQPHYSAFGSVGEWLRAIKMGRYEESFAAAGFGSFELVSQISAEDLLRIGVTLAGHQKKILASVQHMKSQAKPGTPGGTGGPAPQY
CYP2C9 act = human CYP2C9 activators, primary screen, biochemical, luminescence; Cytochrome P450 2C9 (Homo sapiens), P11712; recombinant CYP2C9, luciferin-H conversion; hits give high values; factor 1 = untreated enzyme, 0 = blocked; activation factor at 5 µM; 96,000 tested, 1.4% active; AID 1024, 2008;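 active = activation factor of 2 or more for CYP2C9 at a 5 µM dose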;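 also: 0 = sulfaphenazole-blocked wells and 1 = vehicle-only wells; values of inactives mirror those of a sister screen read the other way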
PTK2B oligo ant = antagonists of Pyk2 self-association, primary screen, Q293 cells, FERM NanoBiT luminescence, HTS | Protein-tyrosine kinase 2-beta (Homo sapiens), Q14289 | hits give low values | z-score (the deposit names both 25 µM and 10 µM) | 99,000 tested, 0.83% active;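 active = Z-score of -3 or lower, scaled per plate to the spread of control and sample wells; inactive = z-score above -3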;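 also: negative z-score means lost luminescence so less FERM oligomerization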
Starred values were filed as active, the others as inactive; nt = no result given.

Compound | CYP2C9 inh | CYP2C19 act | Ecoli WT expand | CYP2C19 inh | PostGolgi yeast | PLAP act | EphB4 antag | CYP2C9 act | PTK2B oligo ant
CC(NC(=O)C(Cc1ccccc1)NC(=O)c1ccccc1)C(=O)O (stereo not drawn) | 10 | 1 | 0 | -3 | 0 | 1 | -7 | 0.9 | -0.2
Cc1ccc(-c2nnc(SC(C)C#N)n2N)cc1 (stereo not drawn) | 1 | 0.9 | 4 | 9 | 3 | 0.8 | -6 | 1 | 0.78
Cc1oc(-c2ccc(Cl)cc2)nc1CN1CCCC(C(=O)NCc2cccnc2)C1 (stereo not drawn) | 19 | 0.6 | -1 | 37 | -6 | 1.4 | 2 | 0.8 | 0.42
CC1(C)Cc2ccccc2-c2n[nH]c(=S)n21 | 53* | 0.7 | 5 | 26 | -4 | 1.4 | 1 | 0.5 | 2.3
O=C(c1ncc[nH]1)c1ccccc1C(=O)N1CCOCC1 | 15 | 0.9 | 9 | 11 | -1 | 1 | -7 | 0.9 | 0.78
COC(=O)CSc1nc2ccc(NC(C)=O)cc2s1 | 15 | 0.9 | 4 | 7 | -19 | 0.9 | -9 | 0.9 | -0.79
O=C(NC1CC2CCCC(C1)N2C(=O)NC1CCCCC1)c1ccc(F)cc1 (stereo not drawn) | 39 | 0.9 | 5 | 12 | -1 | 1 | -5 | 0.6 | 0.45
COCc1c(C(=O)OCC(=O)N2c3ccccc3NC(=O)C2(C)C)oc2ccccc12 | 31 | 0.9 | 7 | 12 | -7 | 0.9 | 1 | 0.7 | -0.35
O=C(Cc1c(O)c2ccccc2[nH]c1=O)NCc1ccc(F)cc1 | 8 | 1 | -2 | 3 | 3 | 0.9 | -2 | 0.9 | -0.45
COc1ccc(S(=O)(=O)N2CCC(C(=O)NCCC3=CCCCC3)CC2)cc1OC | -4 | 0.5 | 1 | 50 | 4 | 1.6 | 6 | 1 | 0.68
CC(OC(=O)c1cc2sccc2n1C)C(=O)NCc1ccco1 (stereo not drawn) | 79* | 0.1 | -6 | 90* | 12 | 0.9 | -10 | 0.2 | 0.43
CCOC(=O)N1CCC(NC(=O)c2cc3c(-c4ccc(OC)c(OC)c4)nn(C)c3s2)CC1 | 42 | 0.6 | -6 | 36 | 4 | 1 | nt | 0.6 | -1.9
COc1ccc(C(=O)Nc2cccc(/C(C)=N/NC(=O)c3ccc([N+](=O)[O-])cc3)c2)cc1OC | 9 | 0.9 | 1 | 6 | 1 | 0.9 | 1 | 0.9 | -0.56
O=C(CSC1CC(=O)N(CCc2ccccc2)C1=O)Nc1ccc(Br)cc1 (stereo not drawn) | 25 | 0.6 | -1 | 37 | -1 | 1 | 3 | 0.8 | -0.31
O=C(Nc1ccc(Cl)cc1)NC1CCS(=O)(=O)C1 (stereo not drawn) | 4 | 0.9 | 19 | 15 | -14 | 1 | -2 | 1 | 0.54
O=C(CC12CC3CC(C1)CC(CC(=O)N1CCCC1)(C3)C2)N1CCCC1 | -15 | 1.1 | -6 | -8 | -5 | 1.3 | nt | 1.1 | 1.6
Cc1nn(C(=O)c2cccnc2)c(C)c1C | -2 | 1 | 4 | 0 | -4 | 1.1 | -7 | 1 | 0.64
Fc1ccc(C(c2nnnn2Cc2ccco2)N2CCN(C3CCCCC3)CC2)cc1 (stereo not drawn) | -7 | 0.7 | -2 | 34 | 2 | 1.3 | -1 | 1.1 | -0.46
Cc1ccc(C)c(C(=O)CC2(O)C(=O)Nc3ccccc32)c1 (stereo not drawn) | -4 | 0.8 | -1 | 19 | -6 | 0.8 | -3 | 1 | 0.74
Cc1ccccc1-c1nc(CS(=O)(=O)CC(=O)N(C)C2CCCCC2)c(C)o1 | 46 | 0.1 | -4 | 86* | -4 | 1.3 | 2 | 0.5 | nt

Next section; the last 2 above are carried over.
Compound | CYP2C9 inh | CYP2C19 act | Ecoli WT expand | CYP2C19 inh | PostGolgi yeast | PLAP act | EphB4 antag | CYP2C9 act | PTK2B oligo ant
Cc1ccc(C)c(C(=O)CC2(O)C(=O)Nc3ccccc32)c1 (stereo not drawn) | -4 | 0.8 | -1 | 19 | -6 | 0.8 | -3 | 1 | 0.74
Cc1ccccc1-c1nc(CS(=O)(=O)CC(=O)N(C)C2CCCCC2)c(C)o1 | 46 | 0.1 | -4 | 86* | -4 | 1.3 | 2 | 0.5 | nt
O=C(Nc1cccc(NC(=O)c2cccs2)c1)c1ccco1 | 20 | 1.1 | -10 | -10 | -1 | 1.1 | -2 | 0.8 | -0.69
N#C/C(=C\c1cn(-c2ccccc2)nc1-c1cccnc1)c1nnc2n1CCCCC2 | 93* | 0.4 | -4 | 59* | -6 | 1.5 | 3 | 0.1 | -1
CCCCCc1nnc(NC(=O)Cc2cccs2)s1 | 49 | 0.7 | 1 | 32 | -12 | 1.1 | -1 | 0.5 | 0.22
CCCCn1c(SCC(=O)Nc2cc(NC(=O)c3ccco3)ccc2C)nc2ccccc2c1=O | 75* | 0.3 | 1 | 72* | -6 | 1.2 | -1 | 0.3 | -1.7
CN(C)CCn1c(NC(=O)c2ccc(Cl)cc2)nc2ccccc21 | 17 | 1 | -10 | 4 | 7 | 2.3* | -3 | 0.8 | -0.25
O=C1CCCc2c1sc1nc3n(c(=O)c21)CCCCC3 | 31 | 0.7 | -9 | 31 | -22 | 0.9 | 5 | 0.7 | -0.05
Cn1cccc1Cc1nnc(SCC(=O)Nc2ccc(F)cc2)n1-c1ccc(F)cc1 | 28 | 0.9 | -1 | 10 | -3 | 1.4 | 0 | 0.7 | nt
O=C(O)c1ccccc1C(=O)NNc1ccc(F)cc1 | 0 | 1 | -4 | -3 | -2 | 1.1 | -4 | 1 | -1.2
CSc1nc2ncc3c(n2n1)CC1c2ccccc2CCN1C3=O (stereo not drawn) | 55* | 0.3 | -1 | 72* | 3 | 1.3 | 0 | 0.5 | -0.43
CCn1c(SCC(=O)N/N=C/C(C)=C/c2ccco2)nnc1-c1ccccc1 | 47 | 0.2 | 5 | 85* | -5 | 1.3 | 9 | 0.5 | 0.5
Cc1ccc(C(=O)CCNc2ccc(Br)cc2)o1 | 27 | 0.1 | 4 | 91* | -9 | 1 | 2 | 0.7 | -0.02
O=C(CNCC1CCCO1)Nc1ccc(N2CCCCCC2)cc1 (stereo not drawn) | -55 | 1.1 | 12 | -12 | 9 | 1.5 | nt | 1.5 | 1.5
CCn1c(SCc2ccc(OC)cc2)nnc1-c1ccncc1 | 12 | 0.1 | 1 | 92* | -8 | 1 | 1 | 0.9 | -0.12
COCCn1c(-c2ccccc2)cnc1N | 1 | 1 | -6 | -3 | -6 | 1.1 | 1 | 1 | 0.74
OCC1(C2=NOC(O)(C(F)(F)F)C2)CCCCC1 (stereo not drawn) | 37 | 0.9 | -1 | 12 | 16 | 1.1 | -10 | 0.6 | 0.95
COc1ccc2[nH]c(=O)c(CNc3ccc(C)c(C)c3)cc2c1 | 24 | 0.8 | 2 | 24 | 5 | 0.8 | 5 | 0.8 | -0.05
CCOC(=O)Nc1sc(=S)n(C)c1C | nt | nt | -7 | nt | -4 | nt | -6 | nt | -0.48
O=C1NC(=O)C(CC(=O)N(c2ccccc2)C2(C(=O)NC3CCCC3)CCCCC2)N1 (stereo not drawn) | -43 | 1 | 4 | 0 | -2 | 1.2 | 3 | 1.4 | 1.2
CC(=NC1CC1)C1=C(O)c2ccccc2C1=O | 2 | 0.7 | 2 | 28 | 8 | 0.8 | 3 | 1 | 0.95
CCn1ncc(C2=NOC(C(=O)N3CCC(C(N)=O)CC3)C2)c1C (stereo not drawn) | -14 | 1.1 | nt | -10 | nt | 0.9 | nt | 1.1 | 0.13

Reprinted at random: two compounds from above, in no set order.
Compound | CYP2C9 inh | CYP2C19 act | Ecoli WT expand | CYP2C19 inh | PostGolgi yeast | PLAP act | EphB4 antag | CYP2C9 act | PTK2B oligo ant
O=C(CC12CC3CC(C1)CC(CC(=O)N1CCCC1)(C3)C2)N1CCCC1 | -15 | 1.1 | -6 | -8 | -5 | 1.3 | nt | 1.1 | 1.6
COc1ccc(C(=O)Nc2cccc(/C(C)=N/NC(=O)c3ccc([N+](=O)[O-])cc3)c2)cc1OC | 9 | 0.9 | 1 | 6 | 1 | 0.9 | 1 | 0.9 | -0.56

The results go on:
Compound | CYP2C9 inh | CYP2C19 act | Ecoli WT expand | CYP2C19 inh | PostGolgi yeast | PLAP act | EphB4 antag | CYP2C9 act | PTK2B oligo ant
O=C(COC(=O)C1(c2ccc(F)cc2)CCCC1)NC1CC1 | 17 | 0.4 | -2 | 55* | 2 | 0.9 | 1 | 0.8 | 0.45
CNC(=O)c1ccc(N(Cc2ccccc2C)S(C)(=O)=O)cc1 | 43 | 0.4 | -3 | 57* | 2 | 1.3 | 4 | 0.6 | 1.6
Cc1cc(NC(=O)CSc2ccc(-c3ccccc3)nn2)no1 | 35 | 0.6 | -8 | 44 | -1 | 0.7 | 10 | 0.7 | 2.2
CC(=O)Nc1ccc(N2CCCCC2)cc1 | -1 | 1 | -1 | 4 | 5 | 1 | -2 | 1 | 0.4
CC(C)COC(=O)C(C#N)c1nc2ccccc2nc1N1CCN(Cc2ccc3c(c2)OCO3)CC1 (stereo not drawn) | 79* | 0.5 | -20 | 49 | 0 | 1.1 | 6 | 0.2 | -2
COc1ccc(CN2CCN(S(=O)(=O)c3ccccc3)CC2)cc1Br | 96* | 0 | -18 | 99* | 1 | 1.5 | -9 | 0 | -2.1
O=S(=O)(c1ccc(Oc2ccc(Cl)cc2)c(S(=O)(=O)N2CCCCC2)c1)N1CCCCC1 | 39 | 0.9 | -13 | 8 | -6 | 1.1 | 6 | 0.6 | 0.7
O=C(CCN1CCCCC1)NCNC(=O)CCN1CCCCC1 | -16 | 1 | 2 | -4 | 0 | 1 | 0 | 1.2 | 0.24
CCOC(=O)C(C)Sc1nnc(-c2c[nH]c3ccccc23)n1C (stereo not drawn) | 5 | 0.6 | 6 | 40 | -1 | 1 | -13 | 0.9 | nt
O=C(NCc1cn2ccccc2n1)c1ccc(Br)o1 | 40 | 0.7 | 11 | 30 | -1 | 0.9 | 2 | 0.6 | nt
COCCn1c(-c2ccsc2)nc2c1c(=O)[nH]c(=O)n2CC(C)C | -7 | 0.4 | 5 | 55* | -1 | 1.2 | 1 | 1.1 | -0.68
COC(=O)c1c(C)c(C)nc(N)c1C#N | -11 | 1.1 | 2 | -7 | -2 | 1.3 | 5 | 1.1 | -0.14
O=c1[nH]c(-c2ccncc2)nc2ccccc12 | 3 | 1 | 1 | -1 | 4 | 1.1 | 0 | 1 | 2.1
Cc1cc(C)c2cc(CN(Cc3ccc4c(c3)OCO4)Cc3nnnn3Cc3ccco3)c(=O)[nH]c2c1 | 80* | 0.3 | -8 | 67* | 4 | 1.6 | 7 | 0.2 | -0.07
COc1cccc(COc2ccccc2C2Nc3ccc(Br)cc3C(=O)N2NC(=O)c2ccncc2)c1 (stereo not drawn) | 85* | 0.3 | -4 | 69* | -9 | 1.3 | -2 | 0.2 | -0.69
CC1(O)c2ccccc2C(=O)N1Cc1ccccc1 (stereo not drawn) | 17 | 0.1 | 6 | 85* | 7 | 0.9 | -6 | 0.8 | -0.2
COc1ccc(C(=O)NCCCN2CCCC2=O)cc1 | 2 | 0.9 | -7 | 15 | 2 | 1.1 | -5 | 1 | 0.93
C=CCOc1ccccc1CNCc1cccnc1 | 34 | 0.5 | 13 | 48 | -4 | 0.9 | 0 | 0.7 | 1.9

Source: PubChem

The order is random; any-hit rate near 31%.
